KDM5B inhibitor = Primary screen for KDM5B Histone Demethylases FDH-coupled qHTS. AID 1347165, 2019. KDM5B demethylase, FDH-coupled NADH fluorescence (FDH is formaldehyde dehydrogenase). hit rate 2.6% among 220,000. Potency, µM (series often up to 57.7 µM), inactives show at the highest dose activity change, negative = inhibition, hits mostly inhibitors. Lysine-specific demethylase 5B (Homo sapiens), Q9UGL1; active = well fitted inhibition curve with a large enough effect; inconclusive = small, poorly fitted or top-dose-only effect; inactive = no such curve, though single readings can be large or run the other way; also: 0% is about no effect; nearly all actives have a fitted effect of over 70% in size
Target sequence (Q9UGL1 whole entry, looked up): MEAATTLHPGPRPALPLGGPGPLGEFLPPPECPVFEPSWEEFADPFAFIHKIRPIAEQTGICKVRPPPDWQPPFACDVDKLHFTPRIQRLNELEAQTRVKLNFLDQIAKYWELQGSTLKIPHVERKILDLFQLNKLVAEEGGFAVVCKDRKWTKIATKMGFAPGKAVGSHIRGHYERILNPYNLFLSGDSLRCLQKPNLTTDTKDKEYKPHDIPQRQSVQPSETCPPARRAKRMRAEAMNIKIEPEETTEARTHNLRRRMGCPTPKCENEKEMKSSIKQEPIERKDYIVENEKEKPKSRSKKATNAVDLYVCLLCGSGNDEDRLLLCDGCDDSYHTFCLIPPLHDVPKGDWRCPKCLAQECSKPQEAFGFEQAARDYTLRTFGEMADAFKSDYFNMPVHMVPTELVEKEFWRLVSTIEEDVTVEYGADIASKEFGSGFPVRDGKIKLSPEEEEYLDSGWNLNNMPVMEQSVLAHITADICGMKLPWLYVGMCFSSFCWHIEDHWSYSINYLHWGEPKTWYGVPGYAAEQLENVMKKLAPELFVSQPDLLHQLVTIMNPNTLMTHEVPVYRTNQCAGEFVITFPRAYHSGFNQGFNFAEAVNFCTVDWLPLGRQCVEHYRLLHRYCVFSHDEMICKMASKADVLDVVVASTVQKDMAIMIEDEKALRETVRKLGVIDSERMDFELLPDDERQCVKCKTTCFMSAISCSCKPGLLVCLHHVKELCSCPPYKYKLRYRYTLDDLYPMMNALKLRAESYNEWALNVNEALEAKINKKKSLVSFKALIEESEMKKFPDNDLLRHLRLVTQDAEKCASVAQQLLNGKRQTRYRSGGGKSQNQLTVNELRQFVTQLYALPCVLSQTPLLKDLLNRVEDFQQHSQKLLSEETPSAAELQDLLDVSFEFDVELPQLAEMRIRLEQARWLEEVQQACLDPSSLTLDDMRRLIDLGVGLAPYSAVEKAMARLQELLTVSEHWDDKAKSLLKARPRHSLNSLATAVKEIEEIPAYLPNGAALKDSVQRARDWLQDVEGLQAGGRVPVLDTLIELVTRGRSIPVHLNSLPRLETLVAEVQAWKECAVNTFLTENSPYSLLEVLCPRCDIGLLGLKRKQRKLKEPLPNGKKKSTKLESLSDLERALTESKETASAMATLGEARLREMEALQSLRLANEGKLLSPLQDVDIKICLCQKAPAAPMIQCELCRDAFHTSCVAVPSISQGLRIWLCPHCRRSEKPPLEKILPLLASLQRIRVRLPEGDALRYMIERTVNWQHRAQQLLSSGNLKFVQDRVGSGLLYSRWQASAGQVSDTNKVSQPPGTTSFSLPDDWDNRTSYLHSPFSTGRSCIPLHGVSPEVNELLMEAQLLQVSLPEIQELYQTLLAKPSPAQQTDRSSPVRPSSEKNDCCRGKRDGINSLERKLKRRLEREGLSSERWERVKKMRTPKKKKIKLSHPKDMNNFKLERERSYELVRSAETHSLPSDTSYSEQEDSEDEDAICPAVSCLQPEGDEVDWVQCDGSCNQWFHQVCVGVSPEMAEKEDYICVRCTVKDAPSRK
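Coupled FDH/NAD⁺ fluorescence readout. KDM5BΔAP 200 nM final; compound titration, 10 min RT preincubation; substrate mix 12.5 µM H3K4me3, 25 µM 2-OG, 50 µM Fe(II), 100 µM ascorbate, 0.25 mM NAD⁺, 0.25 U/mL FDH; ΔRFU over 30 min.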
Active calls of the source: *; ? = inconclusive; & = joins results of further samples; [ ] = another dose, or the depositor's remark. Potency is read from the fitted curve at half-maximal effect.

SMILES	KDM5B inhibitor
CC(C)OCc1ccc(C(=O)Nc2cccc(OC(F)(F)F)c2)cc1	34%
Cn1cc(CN2CCOC[C@H]2c2ncc(-c3ccc(S(C)(=O)=O)cc3)[nH]2)c2ccccc21	6%
CCC[C@H]1CN(Cc2snnc2C(C)C)C[C@@H]1NC(=O)COC	2%
O=C(c1ccccc1)N1CCCCC12Cc1ccccc1NC2=O (configuration not stated)	-6%[86.2 µM]
Cc1cccc2c1NC(C)CC2C (configuration not stated)	1%
Cc1ccccc1CN1CCCC2(Cc3ccccc3CNC2=O)C1 (configuration not stated)	-10%[149 µM]
CCn1ncc(C(=O)Nc2ccc(F)cc2)c1C	16%
COc1ccc(OC)c(CNC(=O)COc2ccc(NC(C)=O)cn2)c1	7%
Cc1ncsc1C(=O)N1CCC2(CCCN(CC3CCCCC3)C2=O)C1 (configuration not stated)	?
Cc1ccc2nc(C)cc(C(=O)NC(C)(C)C)c2c1	-21%
N#C/C(=C\c1c[nH]c2ccccc12)C(=O)NC1CCCCC1	-17%
COc1ncccc1CNC(=O)c1cnn(-c2ccc(F)cc2)c1-n1cccc1	3%
CC(=O)N1CCc2cc(Br)cc(S(=O)(=O)N3CCN(c4cc(C)ccc4C)CC3)c21	-20%
CS(=O)(=O)NCC(c1ccco1)N1CCN(c2ccc(F)cc2)CC1 (configuration not stated)	-23%
Cc1ccc(C2C(C#N)=C(N)OC3=C2C(=O)CC(C)(C)C3)cc1 (configuration not stated)	-5%
O=C(c1ccc(Cl)cc1)n1nc(-c2ccco2)nc1NCc1cccs1	-29%
COc1ccc(CN2CCc3nc(C(=O)Nc4ccc(Cl)cc4)oc3CC2)cn1	?
Cc1cc(C)cc(N(C(=O)c2csnn2)C(C(=O)NC2CCCC2)c2ccccn2)c1 (configuration not stated)	22%
Cc1cc(C)n(-c2nnc(Nc3ccc(C)c(Cl)c3)c3ccccc23)n1	?
CC(NC(=O)CSc1nc(CN2CCOCC2)nc2ccccc12)c1cccc2ccccc12 (configuration not stated)	-5%
Cc1cn2c(=O)cc(COc3ccccc3NC(=O)c3ccco3)nc2s1	?
CCOc1ccc(Nc2nc3ccccc3nc2NS(=O)(=O)c2ccc(NC(C)=O)cc2)cc1	18%
COC(=O)c1nc(NC(=S)NC(=O)c2cccs2)sc1C	25%
COCCOC1CN(C2CCN(C(=O)c3ccc(C)s3)CC2)C12CCCCC2 (configuration not stated)	-7%
CCOc1ccc(-c2nc(Cn3nnc(C(=O)Nc4ccccc4F)c3N)c(C)o2)cc1	6%

Next section; the last 3 above are carried over.
SMILES	KDM5B inhibitor
COC(=O)c1nc(NC(=S)NC(=O)c2cccs2)sc1C	25%
COCCOC1CN(C2CCN(C(=O)c3ccc(C)s3)CC2)C12CCCCC2 (configuration not stated)	-7%
CCOc1ccc(-c2nc(Cn3nnc(C(=O)Nc4ccccc4F)c3N)c(C)o2)cc1	6%
Cc1ccc2nc(Nc3ccc(C)c(C)c3)c3nncn3c2c1	?
COc1ccc(OC)c(NC(=O)CSc2nc(=O)n(CCN(C)C)c3c2CCC3)c1	-9%
O=C(O)/C(=C\c1ccc(OCc2ccccc2)cc1)NC(=O)c1ccccc1	5%
Cc1oc(-c2cccs2)nc1CN(CC(N)=O)C(C)C	?
O=C(C1=C(c2ccccc2)SCCO1)N(Cc1ccco1)C1CCS(=O)(=O)C1 (configuration not stated)	9%
O=C(NCc1ccc(F)cc1)N1CCC2(CC1)N(CC1CC1)C(=O)CS2=O (configuration not stated)	21%
CCn1ccc2oc(C)c(C(=O)N3CCN(c4cccc(C)c4C)CC3)c2c1=O	9%
COc1cc(NC(=O)COCc2cc(-c3ccc(F)cc3)on2)cc(OC)c1OC	-2%
S=C1NCN(C2CCCCC2)CN1c1ccccc1	24%
Cc1cccc(C(=O)N2CC(N(Cc3cccnc3)S(C)(=O)=O)C2)c1	-7%
CCOC(=O)c1ccc(N2CCN(C(C)=O)CC2)c(NC(=O)c2ccc(-c3ccccc3)cc2)c1	?
COc1ccc(OCc2nc(C3CN(C(=O)Cc4ccccc4F)C3)no2)cc1	16%
CCC(C(=O)NCc1nnc2ccc(-c3ccc(OC)cc3)nn12)c1ccccc1 (configuration not stated)	25µM*
CCCC(C)NC(=O)CN(Cc1ccco1)S(=O)(=O)c1ccccc1 (configuration not stated)	25%
CNC(=O)[C@@H]1C[C@@H](O)CN1C1CCN(C(=O)c2ccccc2)CC1	-6%
Cc1cccc(-c2noc(-c3ccc(NCc4ccccc4)c([N+](=O)[O-])c3)n2)c1	-17%
C=CCC(C)(C)NC(C)c1ccccc1 (configuration not stated)	10%
O=C(N[C@@H]1CCOC[C@H]1Oc1cccc(F)c1)c1ccc(-n2ccnc2)cc1	-11%
CC(=O)Nc1ccc(Nc2ncnc3sc4c(c23)CCCC4)cc1	?
Cc1cccc(CC(=O)N(C)CC2CCOCC2)c1	-3%
COc1ccc(-c2cc(C(F)(F)F)nc(SCCC(=O)Nc3cccc(O)c3)n2)cc1	?
COC(=O)c1ccc(C(=O)NCC2CCC2)cc1	11%
O=C(Nc1cccc(S(=O)(=O)N2CCCC2)c1)c1ccccc1Oc1ccccc1	-4%
CC(=O)N1CCC(C(=O)N2CC(c3ccccc3)C(C)(C)C2)CC1 (configuration not stated)	-10%
O=C1CSc2ccc(C(=O)NC3CCCCC3)cc2N1	15%
CCc1ccccc1S(=O)(=O)N1CCCC(Cn2c(C3CC3)nc3cccnc32)C1 (configuration not stated)	7%
CCC(Sc1nc2ncccc2[nH]1)C(=O)Nc1cccc(OC)c1 (configuration not stated)	1%
O=C(NC1CCSc2c(F)cccc21)c1cc2c(s1)CCCC2 (configuration not stated)	-17%
CN1CCCNc2nc3ccccc3nc21	?
Cc1ccc(/C=C(\C#N)c2nc(-c3cc4c(ccc5ccccc54)oc3=O)cs2)cc1	?
CC(C)N(C(=O)COC(=O)c1c[nH]c2ccccc12)C(C)C	17%
CCOc1ccccc1N(CC)C(=O)c1cc2c(=O)[nH]c3ccc(C)cc3c2s1	?
Cc1ccc(NC(=O)N(C)CC2CCOCC2)cc1F	11%
Cc1nc([C@H]2CCN(CC3CCCCC3)C[C@H]2NC(=O)C2CCOCC2)n[nH]1	2%
O=C(NCc1ccccc1)c1ccccc1OC1CN(Cc2ccsc2)C1	-14%
COc1ccccc1-c1nc2c(c(SCc3ccc(F)cc3Cl)n1)Cc1c(CO)cnc(C)c1O2	-10%
COc1ccc2[nH]c3c(c2c1)CCNC31CCN(Cc2ccc(F)c(F)c2)CC1	-39%
COc1ccc(-c2cc(N3CCCN(C(=O)Cc4ccc(Cl)cc4)CC3)n[nH]2)cc1	?
CCOc1ccc2ccccc2c1/C=N/NC(=O)c1c(C)cc(C)[nH]c1=O	?
CC(Sc1nnc(C2CC2)n1-c1ccccc1)c1nnc(-c2ccc(F)cc2)o1 (configuration not stated)	-9%
N#Cc1ccccc1COC(=O)c1ccc2ccccc2c1	-26%
Cc1cc(C(=O)N2CC(Oc3ccc(-c4nc(-c5ccccc5)no4)cc3)C2)n(C)n1	?
COCCNC(=O)C(C)[C@@H]1CC[C@@]2(C)CC[C@H](NC(=O)CCOC)[C@@H](C)[C@@H]2[C@H]1O (some centres not stated)	?
O=C(CC1COCCN1)NCCc1nc(-c2ccccn2)no1 (configuration not stated)	-26%
Cc1ccc2nc(CO[C@H]3CN(Cc4ccc(F)c(F)c4)C[C@H]3F)[nH]c2c1	-5%[86.2 µM]
COc1cccc(-n2c(=O)c3c(C)c(C(=O)N(C)C)sc3n(CC(=O)Nc3ccc(C)cc3Cl)c2=O)c1	-10%
CCc1cccc(NC(=O)C23CC4CC(CC(C4)C2)C3)c1	27%
CCc1cccc(CC)c1NC(=O)CSc1nc(CN(C)C)nc2ccccc12	10%
C=Cc1ccc(CSc2nc(-c3ccc(Cl)cc3)nc3c2Cc2c(CO)cnc(C)c2O3)cc1	-14%
Cc1ccc(C(C)C)c(OCCn2cc(C(=O)c3ccco3)c3ccccc32)c1	5%

No new results follow: 3 of the compounds above.
SMILES	KDM5B inhibitor
CCc1cccc(NC(=O)C23CC4CC(CC(C4)C2)C3)c1	27%
CCc1cccc(CC)c1NC(=O)CSc1nc(CN(C)C)nc2ccccc12	10%
C=Cc1ccc(CSc2nc(-c3ccc(Cl)cc3)nc3c2Cc2c(CO)cnc(C)c2O3)cc1	-14%

The list goes on:
SMILES	KDM5B inhibitor
CC(=O)c1ccc(NC(=O)c2cc(C3CC3)nc3c2c(C)nn3-c2ccc(C)cc2)cc1	-1%
Cc1ccc(NCC(=O)Nc2cc(Cl)ccc2-n2cncn2)c(Cl)c1	16%
CCC(NC(=O)CCc1ncc(-c2ccccc2F)o1)c1ccc(OC)cc1 (configuration not stated)	16%
Cc1ccc(-c2nnc(Nc3ccccc3)c3ccccc23)cc1S(=O)(=O)N1CCOCC1	-3%[11.5 µM]
COC(=O)c1ccc(NC(=O)C2=C(c3ccccc3)S(=O)(=O)CCO2)cc1	5%
CCCCCCc1cc2cc(/C(C)=N/O)c(=O)oc2cc1O	17%
COc1ccc(OCC2c3cc(OC)c(OC)cc3CCN2C(=O)c2ccc(F)cc2)cc1 (configuration not stated)	-3%
Cc1ccc(C)c(S(=O)(=O)NCc2ccc(C(=O)N3CCOCC3)cc2)c1	3%
CS(=O)(=O)c1ccc(CN2CCC(O)(Cn3ccnc3)CC2)cc1	19%
Cc1cccc(CS(=O)(=O)Cc2ccc(C(=O)NCc3cccs3)o2)c1	5%
COC(=O)C1C(=O)CC(C)(O)C(C(=O)OC)C1c1ccc(F)cc1 (configuration not stated)	24%
O=C(COc1ncnc2ccccc12)Nc1ccc2ccccc2c1	19%
COc1ccc(-n2c(SCC(=O)NCc3ccccc3)nc3n[nH]c(C)c3c2=N)cc1	?
COc1ccc2ccc(OCC(=O)NC3CCCC3)cc2c1	-2%
COCCN(C)C[C@H]1C[C@H](CO)CN(C(=O)c2ccc(C(C)C)[nH]c2=O)C1	-34%
Cc1ccc(OCc2nc(C#N)c(NCc3ccncc3)o2)c(C)c1	0%
O=c1[nH]c(C2CCN(Cc3ccccc3)CC2)nc2ccc(F)cc12	-17%[86.2 µM]
Cc1nc2ccccc2cc1C(=O)NCc1ccccc1	37%&-3%
COCCn1c(SC(C)C(=O)OC)nc2c1c(=O)[nH]c(=O)n2C (configuration not stated)	23%
Cc1cccc2[nH]cc(C3=CCN(C(=O)CCc4ccccc4)CC3)c12	?
Cc1nc(C2(C)CCN(C(=O)CCc3nc4ccccc4[nH]3)CC2)no1	-4%
Cc1cccc(CSc2ncc(CO)n2Cc2ccc(F)cc2)c1	-22%
COc1ccc(N2CCN(C3C(=O)c4ccccc4N3C(C)=O)CC2)cc1 (configuration not stated)	-20%
C(#CCN1CCOCC1)COC(c1ccccc1)c1ccccc1	17%
CCN(CC)CCNC(=O)c1ccc(CSc2nc3ccncc3n2Cc2cccc(F)c2)cc1	-6%
COc1ccc(C2CC(=O)Nc3ccsc32)cc1OCC(N)=O (configuration not stated)	-1%
Cc1cnn(CC(=O)N2CCC3(CC2)CN(c2ncccn2)CC3CO)c1 (configuration not stated)	35µM*
CN(C)C(=O)c1cccnc1OC1CCN(C(=O)c2ccccc2)C1 (configuration not stated)	-19%
CCNC(=O)N(C1CC1)C1CCOC2(CCN(C(=O)CCc3ccc(OC)cc3)CC2)C1 (configuration not stated)	-9%
Cc1ccc(-c2c(C)nn3c(N4CCN(C)CC4)cc(C)nc23)cc1	11%
O=C(c1ccc2cc[nH]c2c1)N1CCCC(Cc2noc(-c3ccccn3)n2)C1 (configuration not stated)	-16%
Cc1ccc(C2=NC3(CCN(C(=O)c4ccoc4)CC3)ON2)cc1	-12%
CC(C)(C)NC(=O)N1CCC2(CC1)CC(N1CCN(c3ccccc3)CC1)CCO2 (configuration not stated)	2%
CN1CCc2[nH]cnc2C12CCN(C(=O)CN1C(=O)CNC1=O)CC2	-18%
COCCNC(=O)N[C@@H]1CN(Cc2ccccc2)C[C@H]1CN(C)C	-8%
Cc1c(O)ccc2c(CC(=O)N[C@@H](Cc3c[nH]c4ccccc34)C(=O)O)cc(=O)oc12	?
COc1ccc(CNC(=O)c2cc3ccccc3oc2=O)cc1OC	13%
O=C(NCCc1ccccc1)C1CC(=O)N(c2n[nH]c3cccc(F)c23)C1 (configuration not stated)	-23%
COc1cccc(S(=O)(=O)N2CCc3nnc([C@@H]4C[C@@H](O)CN4C)n3CC2)c1	-4%
Cc1cccc(C(=O)Nc2ccc(-c3nc4ccccc4o3)c(O)c2)c1	-12%
Cc1ccccc1Cn1c(SCc2ccc(C(=O)N3CCCCC3)cc2)nc2ccncc21	-5%
CC1=C(C(=O)Nc2cc(Cl)ccc2C)C(c2cccs2)n2ncnc2N1 (configuration not stated)	-13%
CC(=O)N1CCc2c(sc3c2c(=O)n(-c2ccccc2)c(=O)n3CC(=O)c2ccc(Cl)cc2)C1	1%
CCN1CCCC1Cn1ccnc1-c1cc2n(n1)CCCNC2 (configuration not stated)	?

Some of the compounds tested (hit frequency here may not be typical).
